Bioassay records deposited in PubChem by Sanford-Burnham Center for Chemical Genomics.
MKP-3 inhibition: MKP-3 phosphatase inhibitors, primary screen, biochemical, rat enzyme, in vitro (AID 425); recombinant MKP-3 phosphatase activity, fluorescence; higher % means a stronger effect; one-dose inhibition, % at 20 µM; IC50 in µM for titrated hits; hit rate 0.17% among 110,000; in the data active means inhibition above about 50%;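 further: plate controls were vehicle for no effect and reference inhibitor for full effect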
Hsp70 displacement: Hsp70 inhibitors, probe displacement, primary screen, biochemical, fluorescence polarization (AID 583); Heat shock 70 kDa protein 1A (Homo sapiens); Hsp70 fluorescence polarization probe displacement, mP; higher % means a stronger effect; one-dose displacement, % at 20 µM; IC50 in µM for titrated hits; hit rate 0.06% among 140,000; in the data active means displacement above about 50%;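 further: plate controls were vehicle for no effect and reference ligand for full effect; a part of the inactive calls stands beside numbers as strong as those of hits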
Starred values were filed as active, the others as inactive; x = not tested or not shown; & = joins results of further samples. Not all compounds are listed; rates above refer to the full screens.

SMILES	MKP-3 inhibition	Hsp70 displacement
N#Cc1c(NC(=O)c2ccc(Cn3cc(Br)cn3)o2)sc2c1CCCCCC2	-6%	-1.4%
O=C(COC(=O)c1ccccc1[N+](=O)[O-])c1ccc(F)cc1	-1%	-0.6%
CN1CCN(C(=O)CN2C(=O)/C(=C/c3ccccc3Cl)SC2=S)CC1	4%	-0.5%
Cc1cc(NC(=O)CSc2nc(C3CC3)nc3sc(C)c(C)c23)no1	x	3.9%
CC(C)CC(NC(=O)C1CCCCC1)C(=O)N1CCN(c2ccccn2)CC1 (stereo not drawn)	x	-2.2%
CCCCCCOc1ccc(N2C(=O)CC(N3CCN(Cc4ccc5c(c4)OCO5)CC3)C2=O)cc1 (stereo not drawn)	-1%	-0.2%
CCOc1ccc(-c2nc(Cc3ccccc3OC)no2)cc1	2%	0.4%
O=C(Nc1cccc2ccccc12)c1ccc(CN2CCOCC2)cc1	5%	3.7%
Cc1cc(C)c(S(=O)(=O)N2CCN(c3nc4c(c(=O)n(C)c(=O)n4C)n3C)CC2)c(C)c1	0%	13%
CCCc1ccc(-c2nc(-c3ccc(F)cc3)no2)cc1	-2%	3.4%
Cc1noc(C)c1S(=O)(=O)N(C)CC(=O)NCc1ccccc1	-5%	-2.6%
O=C(Oc1ccc(-c2ccccc2)cc1)N1CCCCC1	-3%	5.1%
CCN(Cc1nc2ccccc2c(=O)[nH]1)Cc1cc(=O)oc2cc(C)c(C)cc12	-6%	-5.7%
CCOC(=O)c1c(N)sc(C(O)(C(F)(F)F)C(F)(F)F)c1-c1ccc(Cl)cc1	x	3.5%
COc1ccc(C(=O)Nc2nnc(-c3ccco3)s2)cc1	0%	-5.8%&1.6%
O=C(CSc1n[nH]c(-c2ccco2)n1)N1c2ccccc2Sc2ccccc21	-10%	2.0%
CC(=O)Oc1ccc(NC(=O)CN2C(=O)c3ccccc3C2=O)c(C)c1	4%	-3.7%
O=S(=O)(c1ccc(Cl)cc1)c1ccccn1	1%	3.5%
COc1ccccc1N1CCN(Cc2ccc(OC)c3ccccc23)CC1	4%	x
C=CCOc1ccc(/C=C2\C(=O)N(CCOC)C(C)=C2C(=O)OCC)cc1	3%	-2.7%
Cc1noc(NS(=O)(=O)c2ccc(NC(=O)c3ccc(Cl)s3)cc2)c1C	5%	3.2%
COc1ccc(CC(=O)Nc2ccc(S(=O)(=O)Nc3nccs3)cc2)cc1	-1%	-2.4%
C#CCOc1ccc(/C=C2\C(=O)NC(=O)N(c3ccc(C)cc3)C2=O)cc1OC	2%	-6.4%
O=C(Nc1ccc2c(c1)OCCO2)c1ccc(Br)cc1	2%	-1.6%
CCN1CCc2c(C#N)c(N3CCOCC3)nc(NCCO)c2C1	-8%	4.2%
SMILES	MKP-3 inhibition	Hsp70 displacement
Cc1ccc(NCC(=O)N/N=C\c2ccc(OCc3ccccc3)cc2)cc1	0%	-3.7%
O=c1c2c(nc3cc(-c4ccccc4)[nH]n13)CCS2	2%	-4.7%
COC(=O)c1ccccc1NC(=O)CN1CCC(C(=O)c2ccc3c(c2)OCCO3)CC1	7%	-2.8%
CCOc1ccc(/C=C2/SC(=S)NC2=O)cc1Cl	2%	-2.6%
CC1CCc2c(sc(NC(=O)c3cc([N+](=O)[O-])ccc3Cl)c2C(N)=O)C1 (stereo not drawn)	0%	-0.8%
COc1ccc(S(=O)(=O)N2CCCC2C(=O)Nn2cnnc2)cc1 (stereo not drawn)	-1%	-1.7%
Cc1cccc(C(=O)O/N=C(\N)Cc2ccc([N+](=O)[O-])cc2)c1	1%	0.0%&4.5%
COC(=O)Cc1c(C)nc2nc(NCc3c(F)cccc3Cl)[nH]n2c1=O	-5%	-3.6%
O=C(NC1CCCC1)C(c1ccc(O)cc1)N(CC1CCCO1)C(=O)C1COc2ccccc2O1 (stereo not drawn)	-12%	-6.1%
COc1ccc(C2=C/C(=C\c3ccc(OC)c([N+](=O)[O-])c3)C(=O)O2)cc1	7%	5.3%
CCC(=O)N(CC)c1nc(-c2ccc(OC)cc2)cs1	-1%	5.3%
COc1ccc(/C(O)=C2/C(=O)C(=O)N(CCN(C)C)C2c2ccccc2)cc1Cl (stereo not drawn)	-8%	6.5%
CC1=C(C)CC2C(=O)N(c3ccc(C(C)C)cc3)C(=O)C2C1 (stereo not drawn)	1%	-0.8%
Cc1ccc2oc(=O)n(CCOc3ccccc3Cl)c2c1	0%	-5.0%
CC1=C(C(=O)OCCc2ccccc2)C(c2cccc([N+](=O)[O-])c2)C2=C(CCCC2=O)N1 (stereo not drawn)	6%	-0.8%
Cc1cc2c(c(Sc3ccccc3)n1)C(=O)OC2	-1%	-3.6%
CSc1nnc(NC(=O)CCc2ccccc2)s1	x	0.2%
COc1ccc(OCC(O)Cn2c(Nc3ccccc3)nc3c2c(=O)n(C)c(=O)n3C)cc1 (stereo not drawn)	1%	3.6%
COc1cc(C(=O)Nc2nc(OC)c(-c3ccccc3)c(OC)n2)cc(OC)c1OC	-1%	-4.6%
C=CCn1c(SCC(=O)Nc2cc(C)on2)nc2sc(C)c(C)c2c1=O	x	-2.6%
NCCCNc1ccccc1[N+](=O)[O-]	1%	-0.5%
Cc1c(C(=O)Nc2cccc(-c3nc4ccccc4o3)c2)cccc1[N+](=O)[O-]	0%	3.3%
COc1ccc(OCC(=O)NNC(=O)C2COc3ccccc3O2)cc1 (stereo not drawn)	1%	-1.8%
O=C(CCc1ccc(S(=O)(=O)N2CCOCC2)cc1)NCCCN1CCCC1=O	-10%	-4.2%
CCOc1ccc(NC(=O)C2CCC(N3C(=O)C4CC=CCC4C3=O)CC2)cc1 (stereo not drawn)	-15%	-3.8%

Quoted at random: 5 records from the list, in no set order.
SMILES	MKP-3 inhibition	Hsp70 displacement
C=CCOc1ccc(/C=C2\C(=O)N(CCOC)C(C)=C2C(=O)OCC)cc1	3%	-2.7%
Cc1noc(NS(=O)(=O)c2ccc(NC(=O)c3ccc(Cl)s3)cc2)c1C	5%	3.2%
CCCCCCOc1ccc(N2C(=O)CC(N3CCN(Cc4ccc5c(c4)OCO5)CC3)C2=O)cc1 (stereo not drawn)	-1%	-0.2%
NCCCNc1ccccc1[N+](=O)[O-]	1%	-0.5%
COc1ccc(OCC(=O)NNC(=O)C2COc3ccccc3O2)cc1 (stereo not drawn)	1%	-1.8%

Next entries follow:
SMILES	MKP-3 inhibition	Hsp70 displacement
CCCc1nc2ccccc2c(=O)n1/N=C/c1ccc(O)c(O)c1	-16%	10%
Cn1c(=O)c(=O)n(C)c2cc(S(=O)(=O)N3CCC(N4CCCCC4)CC3)ccc21	0%	-10%
CC(=O)Nc1cccc(NC(=O)CSc2nnnn2Cc2ccccc2)c1	-3%	0.6%
CN(C)CCNC(=O)c1ccc(CS(=O)(=O)c2ccc(Br)cc2)o1	-5%	18%
CCOC(=O)C1=C(C)N=c2s/c(=C\c3cc4c(cc3Cl)OCO4)c(=O)n2C1c1cccs1 (stereo not drawn)	3%	-4.6%
CCC1=NN2C(=N)/C(=C/c3ccc(OCCOc4cccc(OC)c4)c(OC)c3)C(=O)N=C2S1	0%	1.1%
Cc1cc(C)c2cc(C(c3nnnn3C3CCCC3)N3CCOCC3)c(=O)[nH]c2c1 (stereo not drawn)	5%	-4.4%
O=C(NCCO)c1c(O)c2cccc3c2n(c1=O)CC3	-15%	9.2%
CCc1nnc(NC(=O)CCC(=O)N2CCN(Cc3ccccc3)CC2)s1	4%	3.1%
O=C(Cc1ccc(-c2ccccc2)cc1)Nc1ccc(F)cc1	-1%	2.9%
c1cnc(N2CCN(c3nc4ccccc4n4cnnc34)CC2)nc1	0%	0.6%
COc1cccc(NC(=O)N(Cc2ccco2)C(C)c2cccs2)c1 (stereo not drawn)	3%	4.2%
CS(=O)(=O)N(CC(=O)NCc1ccco1)Cc1ccc(Cl)cc1	-9%	6.8%
O=C(CCn1[nH]c(=O)c2ccccc2c1=O)OC1CCCCC1	-9%	6.2%
CCNc1nc(N)nc(Oc2ccc(C(=O)OC)cc2)n1	-5%	x
CN(CCOC(=O)C(C)(c1ccccc1)c1ccccc1)C(C)(C)C	1%	5.3%
COc1ccc(/C=C(/C#N)C(N)=O)cc1O	1%	-4.6%
S=c1nc(-c2ccco2)[nH][nH]1	x	-0.1%
Cc1oc(-c2ccccc2F)nc1CS(=O)(=O)CC(=O)N1CCCCCC1	-2%	-0.7%
Cn1c(/C=C/c2ccc([N+](=O)[O-])o2)nc2ccccc2c1=O	x	-7.5%
Oc1cccc(/C=N/Nc2cc(N3CCOCC3)nc(N3CCOCC3)n2)c1	0%	-1.1%
C=CCn1c(SCC(=O)NCc2ccc3c(c2)OCO3)nnc1C1CCCCC1	-13%	-1.6%
CSc1nnc(-c2ccccc2)c(=O)[nH]1	-8%	3.1%
O=C(CNS(=O)(=O)c1ccc(Br)s1)N1CCN(c2ncccn2)CC1	-6%	-0.3%
Cc1cc(C)c(NC(=O)CN2C(=O)NC3(CCCCC3)C2=O)c(Cl)c1	-8%	-7.4%

Reprinted from the part before: 4 entries, then new ones.
SMILES	MKP-3 inhibition	Hsp70 displacement
C=CCn1c(SCC(=O)NCc2ccc3c(c2)OCO3)nnc1C1CCCCC1	-13%	-1.6%
CSc1nnc(-c2ccccc2)c(=O)[nH]1	-8%	3.1%
O=C(CNS(=O)(=O)c1ccc(Br)s1)N1CCN(c2ncccn2)CC1	-6%	-0.3%
Cc1cc(C)c(NC(=O)CN2C(=O)NC3(CCCCC3)C2=O)c(Cl)c1	-8%	-7.4%
CCOC(=O)c1c(NCc2ccc3c(c2)OCO3)c2ccccc2[nH]c1=O	-5%	5.2%
Cc1ccc(CNC(=O)CCNS(=O)(=O)c2cccs2)cc1	x	2.1%
Cc1c(Cl)ccc2c1NC(=O)[C@]21[C@@H]2C(=O)N(Cc3ccccc3)C(=O)[C@@H]2[C@@H]2CCCN21	-7%	-7.8%
COc1ccc(C(C(=O)NC2CCCC2)N(C(=O)c2ccco2)c2ccc(OC)c(OC)c2)cc1 (stereo not drawn)	x	-0.4%
CCc1c(C)c(C#N)c2nc3ccccc3n2c1Nc1c(C)n(C)n(-c2ccccc2)c1=O	-14%	9.0%
Cc1ccc(-c2cc(C(=O)N3CCOCC3)c3ccccc3n2)c(C)c1	4%	0.0%
COC(=O)C(NC(=O)c1ccc(Br)cc1)c1ccccc1 (stereo not drawn)	-2%	4.6%
CCN(CC)CCCC(C)NC(=O)c1c(NC(=O)c2ccccc2)sc(C)c1C (stereo not drawn)	0%	8.3%
CC(C)CCNC(=O)CN(C(=O)Cn1nnc(-c2ccc(F)cc2)n1)C1CCCC1	-4%	3.7%
COc1ccc2c(c1)[nH]c1c(=O)n(Cc3ccccn3)cnc12	x	-1.8%
COc1ccc(C(=O)Nc2ccc3oc(-c4cccc(F)c4)nc3c2)cc1OC	2%	2.7%
CCOC(=O)C(CCCCCOc1cc(C)ccc1C)C(=O)OCC	-1%	3.2%
Cc1cc(Nc2cccc(C)c2C)n2nc(C)nc2n1	10%	0.7%
COc1ccccc1NC(=O)CSc1nnc(-c2ccncc2)o1	7%	6.1%
CCOC(=O)C1CCCN(C(=O)c2cccs2)C1 (stereo not drawn)	1%	0.3%
CCCOc1ccc(C(=O)Nc2nc3ccc(OCC)cc3s2)cc1	1%	3.2%
CN(C(=O)COC(=O)COc1ccc(Cl)cc1)C1CCCCC1	-10%	7.5%
O=C(COc1ccc2ccccc2c1)Nc1cccc(-c2cc3ccccc3oc2=O)c1	5%	-0.6%
O=c1[nH]c2ccc(Cl)cc2c(=O)n1Cc1ccco1	6%	0.8%
COc1ccc(-c2cc3nc(C)cc(NCCO)n3n2)cc1	3%	1.8%
COc1ccc(NC(=O)CN2CCN(c3ccccc3Cl)CC2)cc1	x	1.7%
CCOC(=O)C1CCN(C(=O)C2CCN(S(=O)(=O)c3cccc4cccnc34)CC2)CC1	2%	6.7%
CCNC(=O)NC(=O)CSc1nc2ccccc2n1CCOC	x	1.4%
NC(=O)c1c(NC(=O)c2ccccc2F)sc2c1CCC2	2%	-0.9%
COCC(C)n1c(-c2ccc3c(c2)NC(=O)CO3)csc1=Nc1ccc(OC(F)F)cc1 (stereo not drawn)	x	-2.3%

Compound profiles (already shown). Screens in order: MKP-3 inhibition, Hsp70 displacement
C=CCn1c(SCC(=O)NCc2ccc3c(c2)OCO3)nnc1C1CCCCC1 across the screens: -13%, -1.6%
Cn1c(/C=C/c2ccc([N+](=O)[O-])o2)nc2ccccc2c1=O across the screens: x, -7.5%
CCOc1ccc(NC(=O)C2CCC(N3C(=O)C4CC=CCC4C3=O)CC2)cc1 (stereo not drawn) across the screens: -15%, -3.8%
COC(=O)c1ccccc1NC(=O)CN1CCC(C(=O)c2ccc3c(c2)OCCO3)CC1 across the screens: 7%, -2.8%
O=C(CCn1[nH]c(=O)c2ccccc2c1=O)OC1CCCCC1 across the screens: -9%, 6.2%

More structures.
SMILES	MKP-3 inhibition	Hsp70 displacement
Cc1ccc2c(c1)NC(=O)CC(c1ccccc1)=N2	x	-0.2%
Cc1ccc(NC(=O)N2CCCC2C(=O)NCCC2=CCCCC2)cc1 (stereo not drawn)	1%	8.9%
CCCCOC(=O)c1ccc(NC(=O)c2cncc(Br)c2)cc1	3%	4.8%
COc1ccccc1N1CCN(C/C(O)=C(\C#N)c2nc(-c3ccccc3)cs2)CC1	-9%	-3.6%
CC(=Nc1ccccc1C)C1=C(O)CC(C)(C)CC1=O	-2%	-2.1%
Cc1ccc(C(=O)NC(Cc2c[nH]c3ccccc23)C(=O)O)o1 (stereo not drawn)	-11%&-3%	2.8%&0.8%
Cc1ccc2oc(-c3cc(NC(=O)c4cc5ccccc5o4)ccc3O)nc2c1	-3%	4.0%
CC1(C(=O)N(CC(=O)NC2CCCC2)Cc2ccco2)CC(=O)N=C2C=CC=CN21 (stereo not drawn)	1%	-0.1%
COc1ccc(/C=C/C(=O)Nc2ccccc2F)cc1OC	2%	2.7%
CCOC(=O)N1CCN(c2nnnn2-c2ccccc2)CC1	-5%	-3.5%
